TDP1 cell CPT – DT40-hTDP1 cell growth loss with CPT. chicken DT40 Tdp1-/-;hTDP1 cells + 20 nM CPT, ATP luminescence, 48 h. Potency, µM (top dose mostly 46.2 µM), inactives show top-dose activity change, negative = growth inhibition, hits mostly inhibitors. 420,000 tested, 12% active; further: nearly all actives have a fitted effect of over 55% in size
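Chicken DT40 Tdp1-/- cells complemented with human TDP1, 400 cells/well, exposed to compounds plus 20 nM camptothecin for at least 48 h at 37 C; viability read as ATP content by CellTiter-Glo luminescence.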
TDP1 inh – inhibitors of human tyrosyl-DNA phosphodiesterase TDP1. Q9NUW8. Potency, µM (titrated, usually from 130 µM), for the others: top-dose activity change, negative = inhibition, hits mostly inhibitors. 350,000 tested, 0.28% active. recombinant TDP1, AlphaScreen DNA substrate cleavage; further: nearly all actives have a fitted effect of over 40% in size
Target sequence (Q9NUW8 whole entry, looked up): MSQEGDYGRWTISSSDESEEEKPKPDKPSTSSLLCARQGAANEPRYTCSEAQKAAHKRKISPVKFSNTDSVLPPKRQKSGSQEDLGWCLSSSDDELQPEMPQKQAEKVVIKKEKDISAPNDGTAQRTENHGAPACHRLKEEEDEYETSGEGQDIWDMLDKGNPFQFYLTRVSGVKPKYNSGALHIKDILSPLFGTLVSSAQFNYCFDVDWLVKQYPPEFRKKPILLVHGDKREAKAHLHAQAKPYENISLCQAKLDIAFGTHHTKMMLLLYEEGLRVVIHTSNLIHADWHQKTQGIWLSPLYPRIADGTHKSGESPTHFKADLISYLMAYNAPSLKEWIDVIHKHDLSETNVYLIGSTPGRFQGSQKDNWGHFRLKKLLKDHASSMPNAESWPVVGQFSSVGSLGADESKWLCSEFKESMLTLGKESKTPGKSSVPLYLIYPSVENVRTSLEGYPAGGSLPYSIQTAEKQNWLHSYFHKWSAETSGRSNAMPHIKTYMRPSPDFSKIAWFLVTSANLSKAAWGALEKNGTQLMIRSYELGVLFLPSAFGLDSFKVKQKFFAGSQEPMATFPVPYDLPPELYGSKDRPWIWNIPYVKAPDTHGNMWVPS
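E. coli-derived human Tdp1, 1 nM final. Cpd preinc 15 min RT; substrate 15 nM final, 5 min RT; AS bead mix 10 ug/ml final, 10 min RT. Signal loss = tyrosine-FITC cleavage. No-enzyme wells = max signal.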
TDP1 cell noCPT – qHTS for Inhibitors of human tyrosyl-DNA phosphodiesterase 1 (TDP1): qHTS in cells in absence of CPT; Potency, µM (doses to about 46.2 µM), for inactives: top-dose activity change, negative = growth inhibition, actives largely listed as inhibitors; DT40 Tdp1-/- hTDP1 cells, no CPT, ATP luminescence, 48 h; AID 686978, 2013; 420,000 tested, 15% active; further: nearly all actives have a fitted effect of over 55% in size
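Readout: luminescence from CellTiter-Glo after 30 min in the dark at RT. Cells: DT40 Tdp1-/- with stable hTDP1, 400/well. Exposure: compounds alone, ≥48 hr, 37 °C.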
Starred values were filed as active, the others as inactive; ? = inconclusive; nt = no result given; & = joins results of further samples; [ ] = another dose, or the depositor's remark. The call rests on the fitted dose curve; in most records, active means well fitted curve in the direction sought with a large enough effect; inconclusive means small, poorly fitted or top-dose-only effect, or another doubt; inactive means no such curve, though single readings can be large; an effect the other way counts as inactive or inconclusive. On the % scale 0 is the no-effect control and ±100 the full control effect; potency means the concentration at half of the fitted maximal effect.

1: O=C(c1ccco1)N1CCN(C(c2cccs2)c2nnnn2C2CCCC2)CC1 (stereo not given)
2: COc1ccc(NC(=S)N/N=C2/CCCc3c(C)cc(C)cc32)cc1
3: Cc1occc1-c1nnc(SCC(=O)Nc2ccc3c(c2)OCO3)n1CC1CCCO1 (stereo not given)
4: CC1CCC/C(=C\c2ccc(O)cc2)C1=O (stereo not given)
5: CN1CCC(=NNC(=O)COc2ccc(Cl)cc2)CC1
entry no. | 1 | 2 | 3 | 4 | 5
TDP1 cell CPT | -9.5% | 0.5% | -12.5% | -51.7% | -3.3%
TDP1 inh | 1.0% | -4.4% | -3.0% | nt | 1.2%
TDP1 cell noCPT | ? | -26.9% | -12.7% | -52.6% | 0.0%

6: Cc1cc(S(=O)(=O)NCC2CC2)c(Cl)cc1Cl
7: CC(=O)NC1(c2ccccc2)CCN(CC(=O)N2CCC(C)CC2)CC1
8: Cc1ccc(C(=O)NN(CCC#N)C2=NS(=O)(=O)c3ccccc32)cc1
9: Cn1cc(-c2nnnn2-c2ccc(Cl)cc2)c(=O)c2ccccc21
10: CN(C)C(=O)c1cc(C(=O)c2ccc(F)cc2C(F)(F)F)c[nH]1
entry no. | 6 | 7 | 8 | 9 | 10
TDP1 cell CPT | 2.5% | 2.8% | -9.5% | -12.8% | -11.0%
TDP1 inh | nt | 0.0% | 4.8% | 2.3% | nt
TDP1 cell noCPT | -29.3% | 5.1% | -5.1% | -13.7% | ?

11: Cc1ccc(S(=O)(=O)N2CCC(=O)N(C(COC(=O)Nc3ccccc3)Cc3ccccc3)CC2)cc1 (stereo not given)
12: COc1ccc(N2CCN(C(=O)CCc3nnc4n(C)c(=O)c5sccc5n34)CC2)cc1
13: Cc1cccc(NC(=O)CSc2nc3ccccc3nc2N2CCCC2)c1
14: O=[N+]([O-])c1cc([N+](=O)[O-])c2nonc2c1Nc1ccc(O)cc1
15: CC(C)[C@H](N)c1nnc(SC/C=C/c2ccccc2)o1
entry no. | 11 | 12 | 13 | 14 | 15
TDP1 cell CPT | 20.6µM* | -2.3% | ? | ? | -24.9%
TDP1 inh | -3.1%&2.6% | 2.7% | nt | 7.5% | 4.1%
TDP1 cell noCPT | ? | 0.5% | ? | 20.6µM* | -17.2%

16: Cc1cc(O)c(C(c2ccccc2)N2CCC(C)CC2)c(=O)n1Cc1ccco1 (stereo not given)
17: C=CC1C(N2CCOCC2)C(C)(C)S1(=O)=O (stereo not given)
18: COc1cc2c(cc1OC)C(C(=O)N1CCN(c3ccccn3)CC1)C(c1cccs1)N(C)C2=O (stereo not given)
19: COc1ccc(NC(=O)CNc2cc(C)ccc2C)cc1S(=O)(=O)N1CCOCC1
20: COc1ccc(CN2CCC(Oc3ccc(C(=O)NCc4ccccn4)cc3)CC2)c(F)c1
entry no. | 16 | 17 | 18 | 19 | 20
TDP1 cell CPT | -13.4% | 23.1µM* | -11.7% | -16.8% | ?
TDP1 inh | 1.9% | 0.0% | 3.2% | 3.3% | 4.4%[56.1 µM]
TDP1 cell noCPT | -9.0% | ? | ? | 12.5% | ?

21: Cc1ccc(-n2ncc3c(NCCC4=CCCCC4)ncnc32)cc1
22: COc1ccc(-c2cnc3ncnn3c2N)cc1
23: CCOc1cccc(CC(=O)NCc2ccc3c(c2)CCN3C(=O)c2ccc(F)cc2)c1OCC
24: CCCCNC(=O)COC(=O)c1ccccc1F
25: COc1cccc(NC(=O)C(=O)NCCc2csc(-c3ccc(C)cc3)n2)c1
entry no. | 21 | 22 | 23 | 24 | 25
TDP1 cell CPT | ? | 2.5% | -14.4% | 1.3% | ?
TDP1 inh | -5.2% | -8.1% | 3.4% | -1.2% | 5.5%
TDP1 cell noCPT | ? | -9.8% | ? | -10.1% | ?

26: CCOC(=O)C1CCCN(C(=O)c2ccc(NS(=O)(=O)c3ccc4[nH]c(=O)[nH]c4c3)cc2)C1 (stereo not given)
27: Cc1cnc(-n2ncc(C(=O)NC(C)(C)CO)c2-c2cccs2)nc1-c1ccc(F)cc1
28: Cn1nc(C(C)(C)C)cc1N1C(=O)CCC1(C)C(=O)NC1CCCC1 (stereo not given)
29: O=C(Cc1csc(N2CCOCC2)n1)N/N=C/c1ccc(F)cc1
30: Cc1noc2ncnc(N3CCN(c4cccc(C(F)(F)F)c4)CC3)c12
entry no. | 26 | 27 | 28 | 29 | 30
TDP1 cell CPT | 0.8% | -10.2%[9.04 µM] | -8.2% | -10.7% | 11.6µM*
TDP1 inh | 3.0% | nt | nt | 7.0% | -1.1%
TDP1 cell noCPT | -5.9% | ? | 2.5% | 5.1% | 8.2µM*

31: C#CCn1c(=O)c2c(ncn2C)n(C)c1=O
32: COc1ccc(NC(=O)NCCCCc2ccccc2)cc1
33: Cc1cc(Br)ccc1OCCNCc1ccccc1
34: Fc1ccccc1-c1nc(N2CCN(c3cccc(Cl)c3)CC2)c2ccccc2n1
35: CC/C(O)=C1\C(=O)CCCC1=NCCc1c(C)[nH]c2ccc(C)cc12
entry no. | 31 | 32 | 33 | 34 | 35
TDP1 cell CPT | -2.2%&-0.9% | -33.4% | ? | 13µM* | ?
TDP1 inh | 10.4%[56.1 µM] | 3.4% | -10.5% | -4.0%[12.3 µM] | -1.3%
TDP1 cell noCPT | 0.7%&-7.3% | -18.1% | ? | 23.1µM* | ?

Results in sequence from the list:
Compounds 31–35 in TDP1 cell noCPT, in turn: 0.7%&-7.3%, -18.1%, ?, 23.1µM*, ?
Compounds 31–35 in TDP1 inh, in turn: 10.4%[56.1 µM], 3.4%, -10.5%, -4.0%[12.3 µM], -1.3%

Further entries follow.
36: CCOc1ccc(C(=O)Nc2cc(=O)n(C)c(=O)n2C)cc1
37: CC1CC(=O)N(C)c2ccc([N+](=O)[O-])cc2N1 (stereo not given)
38: Cc1nc2sccn2c(=O)c1S(=O)(=O)NCC1CCN(Cc2ccccc2Cl)CC1
39: CC(C)(C)CC(=O)Nc1nnc(SCC(=O)NC2CCCC2)s1
40: Nc1nc(Nc2ccccc2F)nc(NCc2ccccc2)c1[N+](=O)[O-]
entry no. | 36 | 37 | 38 | 39 | 40
TDP1 cell CPT | 5.9% | 22.3% | -13.7% | ? | ?
TDP1 inh | nt | 2.3% | 1.3% | -8.7% | nt
TDP1 cell noCPT | -0.5% | -1.1% | 10.0% | -28.8% | ?

41: COC(=O)c1cn(NC(=O)c2ccc(OC)c(OC)c2)c(=O)c2ccccc12
42: N#Cc1nc(COc2ccc(F)cc2)oc1N1CCCC1
43: COc1ccc(OC)c(Nc2ncnc3c2nc2n3CCCC2)c1
44: O=C1c2ccccc2C(=O)C1(c1ccccc1)N1CCN(c2cccc(Cl)c2)CC1
45: COc1cc(C(=O)NCCc2c[nH]c3ccccc23)ccc1OCc1c(C)noc1C
entry no. | 41 | 42 | 43 | 44 | 45
TDP1 cell CPT | -20.0% | -0.6% | 9.2µM* | ? | ?
TDP1 inh | 0.0% | 1.0% | -5.0% | 5.0% | 7.7%
TDP1 cell noCPT | -26.7% | -4.0% | ? | ? | 18.4µM*

46: COC(=O)CCc1c(C)nn(-c2ccccc2)c1C
47: CCOC(=O)N1CCN(C(=O)CNC(=O)c2ccc(Cl)cc2Cl)CC1
48: Cc1cccc(OCCCC(=O)Nc2nccs2)c1C
49: CCOC(=O)c1nc(S(C)(=O)=O)ncc1Cl
50: O=C(CSc1nc2ccccc2o1)N1c2ccccc2Sc2ccccc21
entry no. | 46 | 47 | 48 | 49 | 50
TDP1 cell CPT | -0.5% | -8.4% | -22.0% | 4.11µM* | ?
TDP1 inh | -0.5% | 0.1% | 1.9% | 4.1% | -2.6%
TDP1 cell noCPT | 2.1% | -1.1% | ? | 3.66µM* | ?

51: Cc1ccc(C)c(OCC(=O)NC2CCCCCC2)c1
52: C=C(C)Cn1c(SCC(=O)Nc2cc(C)ccc2C)nc2sc3c(c2c1=O)CCCC3
53: C=CSc1sc(Cl)c(N(CC)CC)c1[N+](=O)[O-]
54: O=C(O)c1cc(NCc2ccccc2C(F)(F)F)ccc1N1CCOCC1
55: Cc1cc(=O)n(Nc2ccccc2)c(O)c1C#N
entry no. | 51 | 52 | 53 | 54 | 55
TDP1 cell CPT | -28.4% | ? | -18.1% | -4.1% | 13.5%
TDP1 inh | -6.3% | nt | 0.0% | 0.0% | nt
TDP1 cell noCPT | ? | ? | -23.0% | 0.9% | 2.7%

56: O=C(NCCc1ccccc1)/C(=C/c1ccco1)c1ccccc1
57: COC(=O)C[C@@H]1C=C[C@H](NC(=O)Nc2ccc(F)cc2)[C@@H](CO)O1
58: CCCCc1n[nH]c(=S)n1Cc1ccccc1
59: CCOc1ccccc1NC(=O)C1CCN(S(=O)(=O)c2ccc(OC)c(OC)c2)CC1
60: COc1ccc(C(C)=O)cc1COC(=O)c1cccnc1Cl
entry no. | 56 | 57 | 58 | 59 | 60
TDP1 cell CPT | 25.9µM* | -2.6% | -1.9% | -16.4% | -13.4%
TDP1 inh | 4.2% | nt | 0.0% | 2.1% | 3.2%
TDP1 cell noCPT | ? | 6.5% | -23.8% | -27.0% | 4.0%

61: COc1ccc(Cl)cc1C(=O)NNC(=O)CSc1nnnn1C
62: COc1ccc(CN2CCC(Cc3ccccc3)CC2)cc1OC
63: CC(C)[C@@H](C(=O)NCC1CCCO1)N1C(=O)N2CCc3c([nH]c4ccccc34)[C@@]2(C)C1=O (stereo not given in full)
64: O=C(N/C(=C\c1ccccc1)C(=O)N1CCOCC1)c1ccccc1Cl
65: Cc1cccc(NC(=O)c2sc3ncn(CC(=O)N4CCN(c5ccccn5)CC4)c(=O)c3c2C)c1
entry no. | 61 | 62 | 63 | 64 | 65
TDP1 cell CPT | 5.4% | ? | -23.7% | 5.7% | -24.8%
TDP1 inh | 3.5% | nt | nt | 4.4% | 3.9%
TDP1 cell noCPT | -2.4% | ? | ? | 6.2% | ?

Part of the list above, bar-delimited.
cpd | molecule | TDP1 cell CPT | TDP1 inh | TDP1 cell noCPT
49 | CCOC(=O)c1nc(S(C)(=O)=O)ncc1Cl | 4.11µM* | 4.1% | 3.66µM*
50 | O=C(CSc1nc2ccccc2o1)N1c2ccccc2Sc2ccccc21 | ? | -2.6% | ?
51 | Cc1ccc(C)c(OCC(=O)NC2CCCCCC2)c1 | -28.4% | -6.3% | ?
52 | C=C(C)Cn1c(SCC(=O)Nc2cc(C)ccc2C)nc2sc3c(c2c1=O)CCCC3 | ? | nt | ?
53 | C=CSc1sc(Cl)c(N(CC)CC)c1[N+](=O)[O-] | -18.1% | 0.0% | -23.0%
54 | O=C(O)c1cc(NCc2ccccc2C(F)(F)F)ccc1N1CCOCC1 | -4.1% | 0.0% | 0.9%
55 | Cc1cc(=O)n(Nc2ccccc2)c(O)c1C#N | 13.5% | nt | 2.7%

Remaining list, next part:
66: O=C(CN1CCCc2ccccc21)NC(=O)NC1CCCCC1
67: COc1ccc(N2CCN(CC(=O)N3c4ccccc4CC3C)CC2)cc1 (stereo not given)
68: Nc1ccc2c3c(cccc13)C(=O)N(c1ccccc1)C2=O
69: Cn1ccnc1SCC(=O)Nc1ccc2ccccc2c1
70: CCNC(=O)n1nccc1C(C)Oc1ccccc1 (stereo not given)
entry no. | 66 | 67 | 68 | 69 | 70
TDP1 cell CPT | ? | 0.1% | 8.9% | -4.6% | -2.4%
TDP1 inh | 6.3% | nt | -1.1% | 7.2% | 2.9%
TDP1 cell noCPT | ? | ? | -29.2% | -5.1% | -18.1%

71: Cn1c(=O)c2c(nc(C3CC4C5CCC(C5)C4C3)n2C)n(C)c1=O (stereo not given)
72: CCc1ccc(NC(=S)N(Cc2cccc(Br)c2)CC2CCC(C(=O)O)CC2)cc1 (stereo not given)
73: Cc1cc(C(=O)CSc2n[nH]c(-c3ccccc3F)n2)c(C)n1Cc1cccs1
74: CCCCn1c(SCC(=O)N2CCc3ccccc32)nnc1-c1ccncc1
75: Cc1cc(C)c2c(=O)c3c(oc2c1)C(=O)N(Cc1ccc(F)cc1)C3c1cccc(O)c1 (stereo not given)
entry no. | 71 | 72 | 73 | 74 | 75
TDP1 cell CPT | ? | ? | -14.0% | ? | 23.1µM*
TDP1 inh | nt | 2.3% | 6.8% | nt | 2.3%
TDP1 cell noCPT | 16.4µM* | ? | -26.7% | ? | 11.6µM*

76: COc1ccc([C@H]2CC(=O)C=C(c3ccnc4ccc(Cl)cc34)C2)cc1
77: O=S(=O)(NCC(c1ccco1)S(=O)(=O)c1ccccc1)c1ccccc1 (stereo not given)
78: CCOC(=O)c1sc(NC(=O)COC(=O)CNC(=O)c2ccco2)c(C(=O)OCC)c1C
79: O=C(CSc1ncnc2sc3c(c12)CCC3)Nc1ccccc1C(=O)O
entry no. | 76 | 77 | 78 | 79
TDP1 cell CPT | 8.2µM* | ? | ? | 4.0%
TDP1 inh | 2.3% | 0.0% | 2.7% | nt
TDP1 cell noCPT | 9.2µM* | -7.1% | -21.8% | 1.2%

Source: PubChem
